Screens: PubChem BioAssay, National Center for Advancing Translational Sciences (NCATS)
TCR act – activators of T cell receptors. Potency, µM (series often up to 9.22 µM), without a hit: at the highest dose activation of IL-2 secretion, most hits filed as activators. primary human leukocytes, anti-CD3, IL-2 HTRF, 48 h. 330,000 tested, under 10 active; further: % of control where 0% means no effect
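Activity was scored as IL-2 release from primary human leukocytes given only a TCR signal (a-CD3 beads) plus compound for 48 hr. Detection used a two-antibody HTRF format read at 665nm.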
Integrin act MD – integrin-mediated muscular dystrophy alleviation activation; alpha7betagal myoblasts, beta-gal FDG fluorescence, 48 h; Potency, µM (highest dose often 38.3 µM), for the others: at the highest dose activation, usual class: activators; actives 0.064% (n = 350,000); AID 624291;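 further: potency means the concentration at half of the fitted maximal effect; 100% = response of the positive control SU9516; nearly all actives have a fitted effect of over 60% in size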
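Alpha7betagal+/- myoblasts (passage 13) were plated 16-24 hr, then exposed to compounds (1:260 dilution of DMSO stock) for 48 hours at 37C. After MPER lysis, β-galactosidase reporter activity was read as FDG fluorescence (ex 480/em 540) after 30 minutes.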
p53 reactivation – re-activators of mutant p53; actives 0.063% (n = 320,000); H1299 p53-A138V BP100-luciferase reporter, luminescence, 24 h; Potency, µM (titrated, usually from 92.2 µM), for inactives: at the highest dose activity change, positive = activation, most hits filed as activators; further: potency means the concentration at half of the fitted maximal effect; % of control where 0% means no effect; nearly all actives have a fitted effect of over 45% in size
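p53-null H1299 cells stably carrying temperature-sensitive p53-A138V and a BP100-luciferase reporter were pinned with compounds (4-point, 1:5 series) and held 24 hrs at 37 deg C. Luminescence was read 10 min after detection reagent.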
PTAP TSG101 blk – blocks PTAP/TSG101 interaction to inhibit HIV-1 budding; AID 493005; Fluorescence polarization, FITC-PTAP peptide / Tsg101 binding; 340,000 tested, under 10 active; Potency, µM (titrated, usually from 115 µM), for the others: at the top dose activity change, negative = inhibition, usual class: inhibitors; active means well fitted inhibition curve with a large enough effect in the main read-out, with a control signal flat, not every such curve was filed as active; inconclusive means small, poorly fitted or top-dose-only effect, or effect the other way, or a change in a side signal; inactive means no such curve, though single readings can be large or run the other way; further: potency means the concentration at half of the fitted maximal effect; % of control where 0% means no effect
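Steps: Tsg101 binding domain dispensed (10 uM final), compounds pinned in DMSO, FITC-labeled PTAP-motif peptide added (50 nM final); after 20 min binding at room temperature, polarization measured.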
BRCA1 expr up – increases BRCA1 expression | MCF7-BRCA1-FFLuc reporter, luminescence, 48 h; response scale: scaled: vehicle 0%, 10 µM genistein 100% | Potency, µM (highest dose often 46.1 µM), for inactives: at the top dose activation, actives largely listed as activators | actives 1.1% (n = 380,000) | AID 624202; further: potency means the concentration at half of the fitted maximal effect; nearly all actives have a fitted effect of over 80% in size; some results filed as inactive show a strong effect at the top dose
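Compounds are tested at multiple concentrations on MCF7 BRCA1-luciferase reporter cells seeded at 2000 per well; after 48 h, a single luminescence end-point is taken and curves fitted to the normalized data.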
B2AR arrestin – agonists driving beta-arrestin recruitment to human beta2-adrenergic receptor; Potency, µM (doses to about 46.1 µM), inactives show top-dose activation, hits mostly activators; P07550; actives 0.02% (n = 330,000); beta-arrestin recruitment to beta2AR, cell-based reporter;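 further: potency means the concentration at half of the fitted maximal effect; 0% = DMSO controls and full agonism = EC100 isoproterenol or metaproterenol; nearly all actives have a fitted effect of over 65% in size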
AT treatment – candidate therapy for ataxia-telangiectasia; Potency, µM (series often up to 57.5 µM), inactives show at the top dose activation, most hits filed as activators; […] A-T fibroblasts, KAP-1 phosphorylation AlphaLISA; neocarzinostatin DNA damage 30 min before lysis; actives 0.19% (n = 320,000); further: potency means the concentration at half of the fitted maximal effect; % of control where 0% means no effect; nearly all actives have a fitted effect of over 45% in size
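hTERT-immortalized A-T patient fibroblasts ([…]), 500 cells/well in OPTI-MEM, 1% FBS, got compounds for 60 min, then NCS for 30 min at 37C. Lysates were then assayed for phospho-KAP-1 by AlphaLISA (anti-pKAP1 donor, anti-KAP1 acceptor beads), 6 hr at 25C.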
ELG1 DNA repair – inhibitors of ELG1-dependent DNA repair in HEK293T cells; AID 504467; Potency, µM (top dose mostly 46.1 µM), inactives show top-dose activity change, negative = inhibition, hits mostly inhibitors; actives 2.3% (n = 330,000); HEK293T ELG1-luciferase reporter, luminescence, 16 h; DNA damage induced by 5-fluorouridine; further: potency means the concentration at half of the fitted maximal effect; on the % scale 0 is the no-effect control and ±100 the full control effect; nearly all actives have a fitted effect of over 55% in size
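DMSO vehicle served as the neutral condition. Each well held 2,000 cells given 5-fluorouridine plus compound; after 16 hr at 37 °C/5% CO2, ONE-Glo was added and luciferase measured 30 min later.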
CXXC DNA block – MLL CXXC-DNA interaction inhibition. MLL-CXXC / FITC-HOXA9 DNA fluorescence polarization. Potency, µM (top dose mostly 115 µM), inactives show top-dose activity change, negative = inhibition, most hits filed as inhibitors. actives 0.037% (n = 290,000); active means well fitted inhibition curve with a large enough effect in the polarisation, with a control signal flat, not every such curve was filed as active; inconclusive means small, poorly fitted or top-dose-only effect, or effect the other way, or a change in a side signal; inactive means no such curve, though single readings can be large or run the other way; the % refers to the polarisation; further: potency means the concentration at half of the fitted maximal effect
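Purified MLL-CXXC (added from a 7 uM solution) was preincubated 5 min at ambient with pinned compounds in 50 mM Tris-HCl pH 7.5, 50 mM NaCl, 1 mM DTT, 0.05% BSA. Fluorescein-labeled HOX-A9 DNA (50 nM solution) followed, 30 min, then polarization read.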
TRPV1 agonist – agonists of human vanilloid receptor 1 (TRPV1). actives 0.19% (n = 320,000). Q8NER1. TRPV1-expressing cells, Fluo-8 calcium influx, agonist mode. activation, % at 8.33 µM; in the data active means activation above about 80%; inconclusive means between about 30% and that limit; further: 0% is about no effect
Target sequence (Q8NER1 whole entry, looked up): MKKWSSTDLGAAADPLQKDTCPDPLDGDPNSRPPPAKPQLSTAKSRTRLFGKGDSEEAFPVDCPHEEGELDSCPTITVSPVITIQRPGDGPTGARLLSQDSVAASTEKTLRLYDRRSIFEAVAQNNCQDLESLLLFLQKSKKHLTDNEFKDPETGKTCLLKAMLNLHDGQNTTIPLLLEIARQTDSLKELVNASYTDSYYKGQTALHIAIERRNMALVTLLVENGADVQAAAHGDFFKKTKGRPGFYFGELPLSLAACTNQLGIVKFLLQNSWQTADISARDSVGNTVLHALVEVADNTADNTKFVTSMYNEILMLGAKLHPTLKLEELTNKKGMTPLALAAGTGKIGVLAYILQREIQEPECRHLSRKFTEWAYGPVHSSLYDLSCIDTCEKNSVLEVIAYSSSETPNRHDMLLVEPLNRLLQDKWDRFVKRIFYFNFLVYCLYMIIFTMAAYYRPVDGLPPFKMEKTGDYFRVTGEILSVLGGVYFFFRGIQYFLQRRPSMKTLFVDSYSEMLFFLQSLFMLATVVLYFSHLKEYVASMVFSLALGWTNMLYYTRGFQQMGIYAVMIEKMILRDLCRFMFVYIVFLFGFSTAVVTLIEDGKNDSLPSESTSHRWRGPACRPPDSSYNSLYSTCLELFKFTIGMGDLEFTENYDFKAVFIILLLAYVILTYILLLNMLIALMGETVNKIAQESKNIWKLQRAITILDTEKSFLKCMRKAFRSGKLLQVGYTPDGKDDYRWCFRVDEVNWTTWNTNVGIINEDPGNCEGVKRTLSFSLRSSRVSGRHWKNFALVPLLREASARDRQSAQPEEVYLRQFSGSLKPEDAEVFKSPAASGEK
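Cells expressing TRPV1 were dye-loaded with Fluo-8 and read kinetically: 10 s baseline, 3 min after compound (agonist portion), then 2 min after EC20 capsaicin (allosteric enhancer portion). Calcium-bound dye fluorescence at 480/520 nm.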
Active calls of the source: *; ? = inconclusive; · = not tested or not shown; & = joins results of further samples; [ ] = remark or other dose. Unless noted, the call rests on the fitted dose curve; in most records, active means well fitted curve in the direction sought with a large enough effect; inconclusive means small, poorly fitted or top-dose-only effect, or another doubt; inactive means no such curve, though single readings can be large; an effect the other way counts as inactive or inconclusive. Some of the compounds tested; the hit share may differ from the screen's.

SMILES	TCR act	Integrin act MD	p53 reactivation	PTAP TSG101 blk	BRCA1 expr up	B2AR arrestin	AT treatment	ELG1 DNA repair	CXXC DNA block	TRPV1 agonist
O=C(CNC(=O)OCc1ccccc1)Nc1ccc(Br)cc1C(=O)c1ccccc1Cl	-10%[46.1 µM]	-31%[inhibitor]	-23%	1%	-72%	-0.5%	-4%	?	-5%	0
CCC(=O)N1N=C2C3CCN(CC3)C2C1c1ccccc1 (stereo unspecified)	-3%	-7%	-2%	-7%	9%	-3.8%	8%	1%	-2%	4
CCCC(=O)Nc1nnc(SCC(=O)NCc2ccc3c(c2)OCO3)s1	-3%	?	3%	-1%	-1%	-0.5%	-9%	7%	?	0
C[Se]C[C@@H](N)C(=O)O	-2%	·	3%	-4%	24%	0.2%	-3%	-8%	·	-3
c1ccc(OCCSc2nc3ccccc3[nH]2)cc1	1%[46.1 µM]	6%	?	-4%	·	-0.1%	7%	?	8%	?
CO[C@@H]1C=CC23c4cc5c(cc4CO[C@]2(O)CN(C)[C@H]3C1)OCO5 (stereo partly specified)	-9%	26%	1%	-13%	9%	0.0%	6%	?	·	·
Cc1ccc(N2C(=O)NC(=O)/C(=C/c3cnn(-c4ccc(C)cc4)c3)C2=O)cc1	-4%[46.1 µM]	7%	23%	4%	42%	0.0%	11%	25%	?	20
COC(=O)C1=C(c2ccc(F)cc2OCc2ccccc2)C[C@@H]2CC[C@H]1N2C(=O)NCc1cccc(C(F)(F)F)c1	4%	-12%	-7%	·	-34%	-0.1%	6%	?	·	12
Cc1ccc2c(c1)CC1(CN2C)C(=O)NC(=O)N(c2ccc(C)c(C)c2)C1=O (stereo unspecified)	0%	-16%	-5%	-3%	-19%	-0.8%	8%	0%	-16%	-1
O=c1[nH]c(O)c(Cc2ccc3c(c2)OCO3)c(=O)[nH]1	0%	-17%	0%	-1%	0%	-0.4%	-2%	-2%	8%	-3
c1cncc(CNC2=NCCC2)c1	·	-13%	-2%	-2%	-20%	-0.2%	5%	16%	4%	0
Cc1ccc(S(=O)(=O)N2CCCCC2)cc1NC(=O)CSc1ncnc2ccccc12	-3%[46.1 µM]	-19%	2%	0%	-97%[inhibitor]	0.0%	1%	?	21%	2
O=C(COc1ccccc1)NCCc1cnc[nH]1	0%	-4%	2%	-1%	-2%	0.4%	-8%	2%	8%	0
OC(c1ccc(F)cc1)(c1ccc(F)cc1)[C@@H]1CCCN1	-3%	-1%	-22%	-3%	-10%	-3.6%	0%	-8%	-2%	4
COc1cccc(-n2nc(C(=O)N3CCC4(CC3)OCCO4)c3ccccc3c2=O)c1	2%	13%	1%	-3%	-20%	-0.1%	5%	-19%	5%	2
Cc1cccc(N/N=C/c2c(O)[nH]c(=S)[nH]c2=O)c1	-5%	-8%	·	1%	-18%	·	·	·	·	·
O=C1NC(=O)N(Cc2ccc(F)cc2)C(=O)/C1=C\c1ccc(N2CCCC2)cc1	6%	1%	2%	1%	2%	0.5%	-10%	-12%	28%	1
COc1cc2c(cc1O)[C@@H]1Cc3ccc(OC)c(O)c3CN1CC2	1%	·	-15%	0%	-57%	0.0%	-4%	?	·	-1
COc1cccc(CC(=O)N(C)C2CCCN(Cc3ccccc3F)C2)c1 (stereo unspecified)	·	0%	-12%	0%	-16%	-0.7%	4%	-13%	-11%	6
COC(=O)C1=C(c2cccc(OCc3ccccc3)c2)C[C@@H]2CC[C@H]1N2C(=O)NNCc1ccccc1	-3%	-20%	0%	-4%	-36%	0.4%	15%	-27%	·	-1

Fetched by compound from above (2):
SMILES	TCR act	Integrin act MD	p53 reactivation	PTAP TSG101 blk	BRCA1 expr up	B2AR arrestin	AT treatment	ELG1 DNA repair	CXXC DNA block	TRPV1 agonist
O=C1NC(=O)N(Cc2ccc(F)cc2)C(=O)/C1=C\c1ccc(N2CCCC2)cc1	6%	1%	2%	1%	2%	0.5%	-10%	-12%	28%	1
COc1cccc(-n2nc(C(=O)N3CCC4(CC3)OCCO4)c3ccccc3c2=O)c1	2%	13%	1%	-3%	-20%	-0.1%	5%	-19%	5%	2

Other structures follow.
SMILES	TCR act	Integrin act MD	p53 reactivation	PTAP TSG101 blk	BRCA1 expr up	B2AR arrestin	AT treatment	ELG1 DNA repair	CXXC DNA block	TRPV1 agonist
COc1ccc(N2CCN(CCCN)CC2)cc1	8%	-41%	·	-1%	-5%	·	·	·	·	·
CC/C(=N\NC(N)=O)c1c(O)[nH]c(=O)[nH]c1=O	10%	-37%	-3%	0%	-8%	0.3%	15%	-1%	0%	-5
CCc1ccccc1NC(=O)CNC1CCCCC1	·	18%	-8%	-2%	2%	0.1%	-2%	-8%	0%	-2
COc1cc2c(cc1OC)-c1c3c(cc4c1[C@@H](C2)N(C)CC4)OCO3	0%	-17%	-8%	-4%	-72%	2.1%	15%	-3%	?	1
O[C@H]1[C@H](O)[C@@H](O)CN2CC[C@H](O)[C@H]12	0%	·	3%	3%	-4%	-1.8%	8%	7%	3%	1
Cc1ncc2n1-c1ccc(Cl)cc1C(c1ccccc1F)=NC2	7%	·	-10%	-1%	0%	-0.1%	8%	?	2%	·
C[C@@H]1C(=O)O[C@@H]2CC34[C@H]5C[C@@H](C(C)(C)C)C36[C@H](OC(=O)[C@@H]6O)OC4(C(=O)O5)[C@@]12O (stereo partly specified)	-3%	22%	-3%	3%	13%	0.0%	-18%	1%	3%	1
O=C(CCN1CCOCC1)NCC(=O)Nc1ccc(Br)cc1C(=O)c1ccccc1	1%	7%	-4%	-3%	19%	-0.2%	-4%	9%	-3%	-2
CCCOC(=O)COc1cc(C)cc2oc(=O)c3c(c12)CCC3	5%	13%	-2%	-6%	1%	-0.4%	9%	?	8%	28
Cc1c(C)c2cc(Cl)c(OCC(=O)N3C[C@H]4C[C@@H](C3)c3cccc(=O)n3C4)cc2oc1=O	-8%	8%	7%	-5%	5%	0.1%	-10%	12%	10%	1
Cc1ccccc1-n1c(C)nc2ccsc2c1=O	5%	25%	·	-2%	3%	·	·	·	·	·
CCOC(=O)c1[nH]ncc1CN1CCCC(C(=O)c2cccc(Cl)c2)C1 (stereo unspecified)	2%	-3%	-1%	3%	-10%	-0.8%	4%	1%	-5%	4
Nc1ccccc1C(=O)OCc1ccc([N+](=O)[O-])cc1	0%	-6%	24%	1%	·	0.1%	3%	?	-16%	-4
O=C1NC(=S)N(c2ccccc2)C(=O)/C1=C/c1ccco1	-6%	19%	7%	-2%	-15%	-0.1%	1%	6%	-25%	3
COC(=O)C1=C(c2ccc(F)cc2OCc2ccccc2)C[C@@H]2CC[C@H]1N2C(=O)NCCNC(C)=O	-2%	9%	-3%	-7%	-10%	-0.1%	-5%	-2%	·	4
Nc1ccc([As](=O)(O)O)cc1	10%	·	-3%	0%	-6%	-1.1%	-2%	-1%	13%&-4%	-1
Cc1cccc(CN2CCCC(C(=O)c3ccc(C(F)(F)F)cc3)C2)n1 (stereo unspecified)	-3%	-3%	0%	0%	-12%	4.4%	-3%	-11%	6%	8
C[C@]12CCC3C(CC[C@H]4C[C@@H](O)CC[C@]34C)C1C[C@@H](N)[C@@H]2O (stereo partly specified)	-5%	-4%	-11%	-1%	-16%	-0.3%	10%	-14%	·	·
COC[C@H]1OC(=O)c2coc3c2[C@@]1(C)C1=C(C3=O)[C@@H]2CCC(=O)[C@@]2(C)C[C@H]1OC(C)=O	3%	-18%	·	-1%	-72%	·	·	·	·	·
O=C(COc1ccccc1)N1CCN(CC2CC3C=CC2C3)CC1 (stereo unspecified)	-1%[46.1 µM]	-26%	4%	-5%	-1%	0.3%	2%	-15%	0%	?
Cc1ccc(C2CN(C)CC2C(=O)c2ccc(F)cc2)cc1 (stereo unspecified)	-2%	-56%[inhibitor]	15%	-8%	-4%	0.1%	-9%	0%	-9%	17
O=C(O)C1C2c3ccccc3C(O)C1(C(=O)O)c1ccccc12 (stereo unspecified)	0%	32%	·	-4%	-2%	·	·	·	·	·
COc1cccc(C(C(=O)NCc2ccco2)N(Cc2ccco2)C(=O)Cn2nnc3ccccc32)c1 (stereo unspecified)	-1%[46.1 µM]	-13%	-9%	-2%	-46%	-0.5%	4%	?	-8%	4
CCOc1cc2c(cc1OCC)-n1cccc1C(c1cccc(F)c1)NC2 (stereo unspecified)	1%	23%	-6%	-1%	-6%	-0.2%	-1%	-8%	-3%	9
CN(C)c1ccc(C=C2C(=O)NC(=O)NC2=O)cc1[N+](=O)[O-]	1%	7%	-1%	-2%	0%	0.5%	-24%	29%	-8%	0
CC12CCC3C(CCC4CC(=O)CCC43C)C1CC(=NO)C2=O (stereo unspecified)	-10%	10%	·	-1%	-41%	·	·	·	·	·
CC(C)C(=O)Nc1ccc(S(=O)(=O)N2CC3CC(C2)c2cccc(=O)n2C3)cc1 (stereo unspecified)	-9%	22%	-2%	-7%	-3%	-1.1%	5%	8%	5%	-4
C=C[C@@H]1C[C@@]1(C)[C@@H](NP(=O)(c1ccccc1)c1ccccc1)c1ccccc1	-2%	-2%	-5%	-4%	-23%	-2.7%	-13%	-9%	6%	?
